Compound activity (PubChem)
Runt-SMMHC FRET = blocks binding of human RUNX1 Runt domain to CBFb-SMMHC | Q01196+Q13951 | Cerulean-Runt/Venus-CBFb-SMMHC FRET ratio 530/480, 1 h | inhibition, % at 20 µM | actives 0.74% (n = 220,000);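 active means mean inhibition across duplicate retests at 20 µM reaching about 50%, limit read from the data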;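 further: 0% = DMSO wells and 100% = wells with excess untagged CBFb-SMMHC; inhibitors lower the FRET ratio by blocking Runt binding to CBFb-SMMHC; some results filed as inactive read as strong as hits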
Mdm2 ligase inh = inhibitors of human Mdm2 E3 ubiquitin ligase; Q00987; signal enhancement, % at 5 µM; cell-based MDM2 ubiquitination luciferase reporter, 2 h; 0 = plate control, 100 = twice control, blank-subtracted; actives 0.11% (n = 210,000);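 active means signal enhancement of 30% or more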;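 further: luminescence tracks abundance of the self-degrading MDM2-luciferase fusion protein; higher signal means inhibition of MDM2 E3 ligase activity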
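Material: Stable MDM2–luciferase fusion reporter cells | Amount: 2000 cells seeded into each well | Dosing: One concentration, 5 µM, with 0.2% DMSO | Incubation: 4 h cell settling then 2 h compound exposure, 37 °C | Measured by: Luciferase luminescence | Read-out basis: % enhancement relative to plate controls after blank subtraction | Benchmarks: Control and blank well means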
EBV gp42 inh = blocks Epstein-Barr virus glycoprotein 42 binding; Fluorescence polarization binding assay, mP read-out; inhibition, % (tested at 21.74 µM); Q1HVG2; actives 0.42% (n = 220,000); in the data active means inhibition above about 50%
NCF1 inh = p47phox (human) inhibition; AID 1274; inhibition, % at 24.7 µM; actives 0.53% (n = 220,000); p47phox/p22phox peptide binding, fluorescence polarization, 2 h;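 active means inhibition above about 30%, limit read from the data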;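 further: 0% = p47phox with labelled peptide and 100% = labelled peptide alone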
Target sequence (P14598 whole entry, looked up): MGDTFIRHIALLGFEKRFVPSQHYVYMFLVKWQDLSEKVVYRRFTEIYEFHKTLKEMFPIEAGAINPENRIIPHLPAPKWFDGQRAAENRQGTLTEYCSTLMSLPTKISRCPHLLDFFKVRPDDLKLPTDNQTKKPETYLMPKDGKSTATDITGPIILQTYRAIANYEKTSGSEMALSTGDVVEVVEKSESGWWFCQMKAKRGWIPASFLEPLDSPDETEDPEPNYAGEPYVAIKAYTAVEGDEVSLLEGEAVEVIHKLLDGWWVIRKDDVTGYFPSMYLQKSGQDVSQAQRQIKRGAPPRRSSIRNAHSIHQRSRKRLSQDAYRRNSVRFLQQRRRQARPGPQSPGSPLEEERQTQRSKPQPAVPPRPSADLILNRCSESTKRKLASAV
TNF death inh = blocks TNF-alpha induced death of Jurkat FADD-/- cells; Jurkat FADD-/- TNF necroptosis rescue, ATP luminescence, 24 h; 0 = TNF only, 100 = no-TNF cells; activation (protection from cell death), % at 10 µM; actives 0.068% (n = 220,000);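 active means activation, meaning protection from cell death, of at least 50% relative to plate controls; inactive means activation below 50%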;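 further: necroptosis triggered by 40 ng/mL TNF-alpha added together with compound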
TRPN1 ag = agonists of zebrafish TRPN1 channel | HEK293 zebrafish TRPN1-YFP, Fluo-8 calcium fluorescence; 100% = response to 87 µM carbachol | activation, % at 3 µM | actives 0.18% (n = 220,000);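 active means activation above its plate's cutoff, the mean activation of test wells on that plate plus 3 SD, cut at about 19% in these data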;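 further: 0% = DMSO alone and 100% = 87 µM carbachol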
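Material: zebrafish TRPN1-YFP in HEK293 cells. Doses: one dose of 3 µM, 0.3% DMSO. Incubation: dye 1 h 37 °C plus 30 min RT. Measured by: intracellular calcium fluorescence with Fluo-8.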
TRPML3 ag = agonists of human TRPML3 channel; Q8TDD5; HEK293 TRPML3-YFP, Fluo-8 calcium fluorescence; 100% = the carbachol control signal; activation, % at 3 µM; actives 0.29% (n = 220,000); AID 1448;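 active means activation above its plate's cutoff, the mean activation of the plate's test wells plus 3 SD, cut at about 12% in these data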;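 further: 0% = DMSO only wells and 100% = carbachol wells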
Target sequence (Q8TDD5 whole entry, looked up): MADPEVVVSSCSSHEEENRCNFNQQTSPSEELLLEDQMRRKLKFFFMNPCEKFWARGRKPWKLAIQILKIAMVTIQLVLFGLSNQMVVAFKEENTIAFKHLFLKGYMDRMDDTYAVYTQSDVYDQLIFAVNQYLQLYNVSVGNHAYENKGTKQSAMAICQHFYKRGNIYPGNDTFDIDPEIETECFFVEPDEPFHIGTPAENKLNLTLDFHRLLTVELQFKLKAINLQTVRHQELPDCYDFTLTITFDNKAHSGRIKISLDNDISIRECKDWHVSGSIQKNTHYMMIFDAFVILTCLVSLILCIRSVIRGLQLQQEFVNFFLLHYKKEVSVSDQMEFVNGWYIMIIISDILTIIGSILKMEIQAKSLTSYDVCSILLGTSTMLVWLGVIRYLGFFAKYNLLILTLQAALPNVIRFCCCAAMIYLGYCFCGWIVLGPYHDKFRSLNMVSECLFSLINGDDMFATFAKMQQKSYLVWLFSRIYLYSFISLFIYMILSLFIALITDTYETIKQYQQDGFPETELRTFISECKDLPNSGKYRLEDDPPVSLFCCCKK
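Test system: HEK293 cells stably carrying human TRPML3-YFP; Doses: single dose, 3 µM final nominal compound, 0.3% DMSO final; Schedule: dye loading 1 h 37 °C then 30 min ambient, 125 s read; Technique: Fluo-8 calcium fluorescence; Benchmarks: high control carbachol 87 µM, low control DMSO.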
CHOP inhibitor = CHOP inhibition in unfolded protein response; CHO-K1 CHOP-promoter luciferase, tunicamycin-induced, 15-18 h; inhibition, % at 10 µM; actives 3.8% (n = 220,000); AID 2732;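 active means compounds that reduced the stress-induced luciferase reporter signal by more than about 70% of percent inhibition, limit read from the data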;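 further: 0% = tunicamycin plus vehicle and 100% = wells without tunicamycin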
PPC-1+TRAIL kill = kills PPC-1 cancer cells in the presence of TRAIL | cell killing (% activity), % at 4 µM | actives 0.41% (n = 220,000) | PPC-1 cells + TRAIL, ATPLite viability luminescence;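 active means cell killing above 50% in the first pass at 4 µM, then a duplicate retest at 5 µM averaging 50% or more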;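 further: plate controls were cells with TRAIL plus DMSO for no effect and medium-only wells lacking cells for full effect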
An asterisk follows results filed as active; · = not tested or not shown; [ ] = remark or other dose.

The opening two records as a preview:
SMILES	Runt-SMMHC FRET	Mdm2 ligase inh	EBV gp42 inh	NCF1 inh	TNF death inh	TRPN1 ag	TRPML3 ag	CHOP inhibitor	PPC-1+TRAIL kill
CCOc1ccccc1C(=O)NCC(=O)OCC(=O)NCCc1ccc(S(N)(=O)=O)cc1	0	-17	-14	-11	1.1	1.8	0.0	22	19
COc1ccc(NC(=S)NCc2cccn2C)cc1	-12	-2	-10	-6	-0.2	0.2	0.8	21	11

The whole of this part, from the start:
SMILES	Runt-SMMHC FRET	Mdm2 ligase inh	EBV gp42 inh	NCF1 inh	TNF death inh	TRPN1 ag	TRPML3 ag	CHOP inhibitor	PPC-1+TRAIL kill
CCOc1ccccc1C(=O)NCC(=O)OCC(=O)NCCc1ccc(S(N)(=O)=O)cc1	0	-17	-14	-11	1.1	1.8	0.0	22	19
COc1ccc(NC(=S)NCc2cccn2C)cc1	-12	-2	-10	-6	-0.2	0.2	0.8	21	11
CCOC(=O)N/N=C(C)/C=C/c1ccccc1	-1	-6	7	1	1.7	-1.1	0.4	8	16
Cc1cc(C(=O)NNC2CC(=O)N(c3ccc4ccccc4c3)C2=O)c(C)o1 (centres undefined)	2	-11	-1	-11	0.4	0.4	0.2	14	-12
Cc1cc(=O)[nH]c(SCC(=O)Nc2ccc3c(c2)OCCO3)n1	·	-38	-18	-10	0.2	0.1	0.5	-11	·
Fc1ccc(-c2nnc(NC3=NCCCCC3)o2)cc1	3	-84	8	-11	-2.5	1.1	1.4	75*	66*[5 µM]
Cc1cccc(NC(=O)CN2C(=O)S/C(=C\C(=O)Nc3ccc(Cl)cc3)C2=O)c1	-72	-6	-12	6	0.9	-0.6	0.5	30	6
O=C(CSc1nc2ccsc2c(=O)n1Cc1ccccc1)NCc1ccco1	-2	-10	-15	-6	0.8	-0.6	-0.5	28	2
N#CC1c2ccccc2C=CN1C(=O)c1ccccc1 (centres undefined)	18	3	-19	6	-2.3	-0.9	-0.2	22	14
COc1ccccc1Oc1ccc2c(c1)C(=O)N(c1ccc(Br)c3cccnc13)C2=O	0	-24	-2	-1	-0.2	0.9	0.4	39	7
O=C(O)c1cc(/C=C/c2ccc(N3CCOCC3)c([N+](=O)[O-])c2)nc2ccccc12	-1	·	2	-8	-5.8	0.5	0.9	-23	43
C[C@H](NC(=O)c1nc[nH]c1C(=O)N[C@@H](Cc1ccccc1)C(=O)OC(C)(C)C)C(=O)OC(C)(C)C	2	-1	8	-8	-1.9	·	·	97*	-1
CCCOc1ccc(NC(=O)OC2CCN(C)CC2)cc1	2	10	2	-5	4.2	0.3	1.8	-3	14
CC(=O)N1CCN(C2=NC(=O)/C(=C\c3cccs3)S2)CC1	0	13	-11	-11	0.4	0.0	0.8	1	13
CC(C)C(=O)NS(=O)(=O)c1ccc(N)cc1	6	-8	2	-12	-3.0	0.8	0.6	21	9
O=C1OC(Nc2ccc(Br)cn2)c2ccccc21 (centres undefined)	2	-11	-24	2	1.5	1.4	0.1	-6	5
CC(C)C(=O)Nc1ccc2c(c1)nc1n2CCSC1	-1	-3	-10	-8	-0.3	-0.4	0.8	10	-7
O=c1cc(-c2ccc3c(c2)OCCO3)oc2ccc(Cl)cc12	-8	-25	-1	-4	1.7	-0.6	1.1	59	14
CCCOc1ccc(Oc2cc(C)nc(SC)n2)nn1	-7	-4	-19	-11	-1.7	0.4	0.7	-3	5
O=C(NC(NC(=S)Nc1cccc(C(=O)O)c1)C(Cl)(Cl)Cl)OCc1ccccc1 (centres undefined)	11	9	-3	-15	1.9	1.0	0.3	-5	23
CCOC(=O)Cn1c(O)c(N=NC(=O)OC)c2ccccc21	1	-14	-10	-3	0.8	1.9	-1.0	22	-5
Cc1ccc(N2CC(C(=O)Nc3nnc(C(C)C)s3)CC2=O)cc1 (centres undefined)	0	-5	4	4	-1.7	0.1	-0.4	-1	-1
Cc1ccc(N2C(=O)CC(Sc3ncn[nH]3)C2=O)cc1C (centres undefined)	8	-6	-10	1	-1.7	-0.3	0.0	-6	10
CN(C)S(=O)(=O)c1ccc(C(=O)Nc2cccnc2)cc1	1	-18	-19	-9	1.2	-0.1	1.2	36	-15
CCCCN1CCc2c1nc1ccc(Br)cc1c2N	-3	-3	-9	-12	3.3	-1.0	-1.2	3	4
Cc1ccc(OCc2nnc(SCC(=O)c3ccccc3)n2Cc2ccco2)cc1	-1	-3	-7	-31	0.5	-0.9	-0.8	54	14
CSc1nnc(C(C)(C)C)c(=O)n1/N=C/c1ccc(Cl)cc1	1	-78	-16	-15	6.1	1.8	-0.2	22	-11
CCc1nc(SCc2ccc(C(=O)OC)o2)n[nH]1	-6	-29	-3	-5	-0.2	0.3	0.5	21	12
S=c1sc2c(Cl)ncnc2n1-c1ccccc1	1	17	-9	3	-11	2.1	0.7	-24	29
Cc1ccc(S(=O)(=O)CC(=O)Nc2ccc(S(=O)(=O)Nc3ccccn3)cc2)cc1	2	-4	-6	-1	1.1	1.3	0.6	12	22

Individual results from above.
TNF death inh result of `Cc1cc(=O)[nH]c(SCC(=O)Nc2ccc3c(c2)OCCO3)n1` : 0.2
TRPN1 ag result of `CCOC(=O)Cn1c(O)c(N=NC(=O)OC)c2ccccc21` : 1.9
Runt-SMMHC FRET result of `O=c1cc(-c2ccc3c(c2)OCCO3)oc2ccc(Cl)cc12` : -8
TNF death inh result of `O=C(NC(NC(=S)Nc1cccc(C(=O)O)c1)C(Cl)(Cl)Cl)OCc1ccccc1` (centres undefined) : 1.9

New compounds follow.
SMILES	Runt-SMMHC FRET	Mdm2 ligase inh	EBV gp42 inh	NCF1 inh	TNF death inh	TRPN1 ag	TRPML3 ag	CHOP inhibitor	PPC-1+TRAIL kill
O=C(CSc1ccc(-c2cccs2)nn1)N1CCCCCC1	1	-9	8	-4	3.6	-0.5	-0.9	10	21
CC(NC(=O)COC(=O)C1CSC2(C)CCC(=O)N12)C12CC3CC(CC(C3)C1)C2 (centres undefined)	1	1	-21	-3	-1.2	-0.2	1.5	-5	-3
CCOC(=O)C1(CC2CC2)CCN(C(=O)c2ocnc2C)CC1	3	-7	-7	2	0.4	-0.1	1.1	-1	9
Cc1csc(/N=C/N(C)C)c1C#N	-3	-11	-6	-73	0.7	0.7	-0.3	11	15
Cn1c(S(=O)(=O)O)nc2ccccc21	1	-5	7	-1	1.2	0.2	-0.4	10	15
Cc1ccc(Oc2ncccc2CO)cc1	2	-4	-17	-4	3.9	3.0	0.5	3	-18
CCCN1C(=O)/C(=C\C=C2/Sc3ccccc3N2CC)SC1=S	·	-15	-9	77*	-3.2	1.9	0.7	12	·
CCOC(=O)C(CC)/C(C)=N\NC(=O)c1cccc(C)c1 (centres undefined)	1	-12	-11	-5	0.3	0.0	0.2	18	13
Cc1nc(C(C)NC(=O)CCc2nnc(-c3ccsc3)o2)cs1 (centres undefined)	20	-5	-8	7	-0.3	1.2	0.4	4	12
O=C(Cc1nn[nH]n1)c1ccccc1O	1	7	-17	6	1.2	-0.2	0.9	28	2
CCOC(=O)c1c(C)n(C)c2ccc(OCC(O)CN3CCC(C)CC3)cc12 (centres undefined)	-4	-15	-10	-2	-3.5	-2.0	-0.9	46	33
CC1CC(Nc2ccccc2)c2ccccc2N1C(=O)c1ccncc1 (centres undefined)	0	-9	4	-3	2.1	0.7	0.1	-17	-6
COc1cc(NC(=S)N(C)C)c(OC)cc1Cl	0	-11	-13	10	1.3	0.7	0.7	7	-9
S=C(NCc1ccc2[nH]c3c(c2c1)CCCC3)Nc1ccccc1	-7	·	-1	-13	-28	0.1	1.2	42	13
COc1ccc(-c2nnc(NC(=O)c3ccccc3C)o2)cc1	0	-12	-23	-4	0.8	·	·	-24	9
NC(CC(=O)O)c1cccc(OCc2ccccc2)c1 (centres undefined)	2	-10	-9	6	1.5	0.7	0.7	-6	13
O=C(/C=C/c1ccccc1)NC1CC2CCC1C2 (centres undefined)	2	-7	-3	-12	2.1	-0.3	0.2	-21	20
Cc1ccc(N(C(=O)Cn2nnc(-c3ccc(C)o3)n2)C(C(=O)NC2CCCC2)c2ccco2)cc1 (centres undefined)	-8	9	-6	-11	-3.6	0.7	0.3	32	15
COC(=O)CNc1nc(OC)nc(N(C)C)n1	5	-7	-22	-8	-1.2	-0.6	-0.4	-2	19
COc1cc(NC(=O)c2ccco2)c(OC)cc1NC(=O)CSc1nnc(-c2cccs2)n1C	0	-6	-20	8	-1.4	-1.6	-0.3	-10	-2
Cn1nc(-c2ccccc2)cc1NC(=O)C1CCCCC1	-5	-11	-20	-10	3.3	-0.7	-0.1	-4	0
O=C(CSc1nnc(CNC(=O)c2ccco2)o1)c1ccc(Cl)cc1	-3	-7	-13	-2	-1.2	1.5	0.1	-23	21
COc1ccc(NC(=O)Cc2coc3ccc4ccccc4c23)cc1S(=O)(=O)N1CCOCC1	0	0	1	-29	3.6	0.6	0.0	33	-9
CCOC(=O)C1CCCN(C(=O)CN(c2ccc(OC)cc2)S(=O)(=O)c2c(C)noc2C)C1 (centres undefined)	4	-9	-5	1	1.1	0.1	0.2	11	-7
CCOC(=O)c1c(-c2ccc(Cl)cc2)cn2ccccc12	1	10	-5	3	-3.4	-0.4	-0.3	58	2
O=S(=O)(Cc1ccc(Cl)cc1)c1ccccc1-c1nnc(-c2ccccc2)o1	-2	-6	-15	19	-3.6	0.3	0.9	6	-7
COCCNc1cc(C)nc2cc(-c3ccc(C)cc3)nn12	25	-2	-31	-24	-1.3	-1.1	1.1	-4	14
CCCCN(CCCC)S(=O)(=O)c1ccc(C(=O)Nc2nnc(CSC)o2)cc1	2	12	-10	-1	0.2	-0.8	0.5	27	12
COc1cccc(N(CC(=O)Nc2ccccc2C)S(C)(=O)=O)c1	-8	-3	6	-7	0.9	-0.5	0.1	-14	3
CC(C)C(NC(=O)c1ccc(Cl)cc1)C(=O)O (centres undefined)	0	-7	-7	-9	0.5	-0.1	0.4	8	10

An excerpt from above in order of number of heavy atoms, rising:
SMILES	Runt-SMMHC FRET	Mdm2 ligase inh	EBV gp42 inh	NCF1 inh	TNF death inh	TRPN1 ag	TRPML3 ag	CHOP inhibitor	PPC-1+TRAIL kill
NC(CC(=O)O)c1cccc(OCc2ccccc2)c1 (centres undefined)	2	-10	-9	6	1.5	0.7	0.7	-6	13
CCOC(=O)c1c(-c2ccc(Cl)cc2)cn2ccccc12	1	10	-5	3	-3.4	-0.4	-0.3	58	2
Cc1ccc(N(C(=O)Cn2nnc(-c3ccc(C)o3)n2)C(C(=O)NC2CCCC2)c2ccco2)cc1 (centres undefined)	-8	9	-6	-11	-3.6	0.7	0.3	32	15
